High-throughput results deposited in PubChem by several laboratories.
PP5 primary = blocks human protein phosphatase 5 activity | P53041 | purified PP5c, OMFP substrate fluorescence | inhibition, % at 6.7 µM | 320,000 tested, 0.18% active | AID 1987;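 active = inhibition above the campaign's mean inhibition across all tested compounds plus 3 SD, cut at about 9.5% in these data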;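 note: 0% = DMSO only and 100% = 100 µM cantharidin control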
procasp3 activ = activates human procaspase-3; recombinant procaspase-3 D3A, Ac-DEVD-pNA absorbance 405 nm; 330,000 tested, 0.11% active; P42574; activation, % at 8.5 µM;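 active = activation above the mean of all tested compounds plus 3 SD, cut at about 21% in these data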;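 note: 0% = DMSO alone and 100% = DMSO wells spiked with extra 5 µM PC-3 D3A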
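assay system = Procaspase-3 D3A mutant | signal = absorbance at 405 nm, 0 and 120 min | times = 1 h preincubation plus 2 h reaction at 25 °C | repeats = single replicate | read-out = % activation between DMSO and enzyme-spiked controls | medium = Zinc-free HEPES saline buffer with Triton X-100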
PP1 inh = PP1-alpha (human) inhibition in PP5 counter-screen; P62136; purified PP1alpha, OMFP fluorescence; inhibition, % at 6.7 µM; 320,000 tested, 0.9% active; AID 2235;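 active = inhibition above the mean inhibition of all tested compounds plus 3 SD, computed separately for each screening campaign, cut at about 15% in these data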
core dimer inh = HCV core protein dimerization inhibition. inhibition, % at 5 µM. 300,000 tested, 0.33% active. TR-FRET GST/Flag-core106 dimerization, 1536-well. AID 1899;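 active = inhibition above the mean of all tested compounds plus 3 SD, set per screening campaign, cut at about 45% in these data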
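test system = GST/Flag-tagged HCV core106 proteins | probe or stimulus = Eu donor and XL665 acceptor anti-tag antibodies | times = compound-protein-antibody incubation 4 h at 22.5 °C | signal = TR-FRET, excitation 340 nm, emission 617 and 671 nm | measure = percent inhibition of core106 dimerization signal | controls = wells lacking GST-core106 and wells with excess unlabelled core106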
Efflux pump inh = blocks antifungal efflux pumps in multiplex yeast assay; 330,000 tested, 0.44% active; S. cerevisiae Candida pump triplex, Nile Red efflux; inhibition, % at 10 µM;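 active = plate passing quality check with inhibition over a set limit, or well fluorescence over plate mean plus 4 SD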;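 note: Nile Red retained in pooled yeast measured as flow cytometry median fluorescence; 0% = buffer negative control and 100% = Enniatin B positive control; higher means more Nile Red kept so more efflux inhibition; some compounds called inactive have numbers as strong as hits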
CTSL1 counter = blocks F. hepatica cathepsin L1 in PFM18AAP counter-screen | inhibition, % at 5.96 µM | AID 1906 | 300,000 tested, 0.49% active | recombinant F. hepatica cathepsin L1, Z-Leu-Arg-MCA fluorescence;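 active = inhibition above the mean of all tested compounds plus 3 SD, set per screening campaign, cut at about 17% in these data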;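 note: 0% = plate median of test compound wells and 100% = 1 µM Z-Phe-Ala-diazomethylketone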
GASC-1 inh = blocks human GASC-1 demethylase activity; Q9H3R0; inhibition, % at 2.35 µM; GST-JMJD2C(1-420) H3K9me3 demethylation, DELFIA europium; 330,000 tested, 0.069% active;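 active = more than half of a compound's replicate wells show inhibition beyond 50%, single wells judged on their own value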;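 note: signal counts dimethyl H3K9 product captured on neutravidin plate; 0% = median of DMSO wells and 100% = 0.3 times that DMSO median; strong numbers were not always called active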
TPT1 inhibitor = inhibitors of Candida albicans tRNA 2'-phosphotransferase TPT1; recombinant caTPT1, FP RNA substrate dephosphorylation; inhibition, % at 5 µM; 300,000 tested, 0.81% active; AID 1962;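 active = inhibition above the mean of all tested compounds plus 3 SD, set per screening campaign, cut at about 24% in these data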;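 note: plate controls were DMSO alone for no effect and ferristatin control at 100 nM for full effect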
proCasp7 act = counter-screen: procaspase-7 (human) activation | P55210 | 330,000 tested, 0.093% active | recombinant procaspase-7, Ac-DEVD-pNA absorbance 405 nm; D23A/D198A/D206A triple mutant, cannot self-cleave; scale: DMSO 0, 5 µM enzyme 100 | activation, % at 8.5 µM;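 active = percent activation above the screen-wide mean plus 3 SD, cut at about 25% in these data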
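buffer or medium = Zinc-free HEPES/NaCl buffer, pH 7.4 | material = Procaspase-7 triple mutant (PC-7 D3A) | input = 2 µM procaspase-7 mutant as dispensed | signal = Epi-absorbance of released pNA at 405 nm, two timepoints | timing = 1 h preincubation, 2 h reaction | replicates = singlicate compound testing | evaluation = % activation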
Numbers without * were called inactive; . = no result given.

#1 Cc1ccc(S(=O)(=O)N2[C@@H](c3ccc(F)cc3)C(C(=O)O)=CC[C@H]2c2cccc(Cl)c2)cc1
#2 COC(=O)c1ccsc1NC(=O)CCS(=O)(=O)c1ccc(Cl)cc1
#3 Clc1cccc(Nc2ncnc3ccc(Br)cc23)c1
#4 O=[N+]([O-])c1ccc(O)c(-c2nn[nH]n2)c1
#5 C/C=C(\C)C(=O)N1CCC(C(=O)c2ccccc2)CC1
#6 NS(=O)(=O)c1ccc(NC(=O)CN2CCCC2)cc1

assay / entry,1,2,3,4,5,6
PP5 primary,2.8,-0.1,3.8,30*,1.9,1.4
procasp3 activ,-2,10,-3,-11,4,1
PP1 inh,4,-1,-2,1,2,-2
core dimer inh,0,22,42,-9,-1,2
Efflux pump inh,-0.2,0.1,0.0,-0.1,0.0,0.0
CTSL1 counter,3,-2,1,-1,-1,1
GASC-1 inh,2,-4,8,34,-9,-14
TPT1 inhibitor,-1,11,0,0,0,-4
proCasp7 act,1,2,6,-12,-6,-6

#7 C=CCc1cc(Cl)ccc1OCCCNC(C)CC (stereo unspecified)
#8 CC1(C)c2[nH]c3ccccc3c2C[C@@H]2C(=O)N(Cc3ccccc3F)C(=O)N21
#9 Cc1ccc(C)c(NC(=O)CN(C)C(=O)c2cc(-c3cccs3)nn2-c2ccccc2)c1
#10 COc1cccc(C(=O)N(CN2CCCC2=O)c2cccc(Cl)c2)c1OC
#11 COc1ccc(S(=O)(=O)Nc2cccc(-c3ccc(N4CCCCCC4)nn3)c2)c(OC)c1
#12 Cn1c(SCC(=O)N2CCCC2=O)nc2ccccc21

assay / entry,7,8,9,10,11,12
PP5 primary,1.4,3.3,0.9,-0.3,5.9,-4.7
procasp3 activ,-3,7,-4,-5,4,-4
PP1 inh,-3,2,3,1,8,-4
core dimer inh,0,-3,7,-1,16,9
Efflux pump inh,0.4,0.1,0.1,0.0,0.2,0.2
CTSL1 counter,-4,1,5,-2,4,0
GASC-1 inh,1,-3,-1,-9,-7,5
TPT1 inhibitor,-2,-7,2,4,-3,4
proCasp7 act,8,2,13,-4,3,0

#13 CN(Cc1c(F)cccc1Cl)c1nnnn1-c1ccccc1
#14 CC1(C)Cc2ccccc2-c2nnc(-c3ccccc3)n21
#15 CCn1c(=O)c2c(nc(SCC(=O)NCC3CCCO3)n2C)n(C)c1=O (stereo unspecified)
#16 CCCCN1C(=O)C2C(c3ccc(OC)cc3O)NC(CC(C)C)(C(=O)O)C2C1=O (stereo unspecified)
#17 O=C(O)CCCn1cc(NC(=O)COc2cc(F)ccc2[N+](=O)[O-])cn1
#18 Cc1ccc(S(=O)(=O)N(CC(=O)Nc2cccnc2)c2cccc(Br)c2)cc1

assay / entry,13,14,15,16,17,18
PP5 primary,-0.4,-0.9,-0.5,-1.4,4.4,1.8
procasp3 activ,6,-4,-3,-2,1,-7
PP1 inh,4,0,-3,-5,-1,3
core dimer inh,1,-2,-2,1,5,15
Efflux pump inh,0.0,-0.1,0.0,0.0,0.6,-0.4
CTSL1 counter,1,-2,0,-1,0,1
GASC-1 inh,6,-3,2,5,5,-2
TPT1 inhibitor,-1,-1,2,-3,-2,2
proCasp7 act,-5,7,-6,8,-1,7

#19 CCOCCCn1c(SCC(=O)Nc2ccc(C(N)=O)cc2)nc2ccccc2c1=O
#20 COc1ccc(Cl)cc1NC(=O)NCC1CCN(Cc2ccccc2F)CC1
#21 CC(OC(=O)c1ncc(Cl)c(Cl)c1Cl)C(=O)NC1CCCCC1C (stereo unspecified)
#22 Cc1ccc2nc(-c3ccccc3)c(CN3CCSCC3)n2c1
#23 COC(=O)c1ccccc1NC(=O)Cn1cnc2cc(C)c(C)cc21
#24 COc1ccccc1NC(=O)Cn1c(=O)n2nc(C)nc2c2ccccc21

assay / entry,19,20,21,22,23,24
PP5 primary,1.5,0.9,1.0,0.9,2.2,1.4
procasp3 activ,-2,6,5,7,11,10
PP1 inh,-1,0,-5,0,-5,-4
core dimer inh,3,0,7,4,8,0
Efflux pump inh,0.1,0.1,0.0,-0.1,0.0,0.0
CTSL1 counter,-1,4,5,3,-4,-2
GASC-1 inh,3,-3,-2,17,-9,-11
TPT1 inhibitor,1,-1,-1,-6,0,1
proCasp7 act,2,-5,4,-2,-6,-6

#25 Cc1c(Cl)cccc1NC(=S)N1CCN(Cc2ccc3c(c2)OCO3)CC1
#26 CC1(C)Oc2ccc3ccc(=O)oc3c2[C@H](O)[C@H]1O
#27 COc1ccc(C2(CCN)CC(C)N(C)CC2C)cc1 (stereo unspecified)
#28 CCCCC(=O)N(c1ccc(C(=O)O)cc1)c1nc(-c2ccc(Cl)cc2)c(CC)s1
#29 COc1cccc(C(=O)C2CCCN(Cc3cccc(-n4cccn4)c3)C2)c1 (stereo unspecified)
#30 CCc1ccc(/C=C2/SC(=S)N(CCC(=O)Nc3cccnc3)C2=O)cc1

assay / entry,25,26,27,28,29,30
PP5 primary,3.5,2.2,3.2,-0.4,1.5,-0.2
procasp3 activ,-12,5,-4,-14,-8,1
PP1 inh,-2,-1,4,-3,-2,0
core dimer inh,0,.,2,16,-1,-2
Efflux pump inh,-0.1,-0.4,0.0,0.1,0.1,0.1
CTSL1 counter,0,.,0,0,1,4
GASC-1 inh,15,5,8,-32,0,2
TPT1 inhibitor,0,.,-10,-1,2,6
proCasp7 act,-16,6,-5,1,-9,-3

#31 COc1ccc(CCn2c(=N)c(S(=O)(=O)c3ccccc3)cc3c(=O)n4ccccc4nc32)cc1
#32 COc1cccc(CN2CC(C(=O)N3CCCO3)CCC2=O)c1 (stereo unspecified)
#33 Cc1nn(C)c2nc(-c3cccs3)cc(C(F)(F)F)c12
#34 COc1ccc(NC(=O)c2ccc(COc3ccccc3Br)o2)c(OC)c1
#35 O=C(NCc1ccccc1Cl)C(=O)c1cn(CC(=O)N2CCOCC2)c2ccccc12
#36 CCc1ccccc1N1CC(C(=O)O)CC1=O (stereo unspecified)

assay / entry,31,32,33,34,35,36
PP5 primary,1.5,2.2,2.0,1.5,0.0,0.3
procasp3 activ,-4,10,-9,-3,7,10
PP1 inh,0,-1,4,-4,-2,1
core dimer inh,1,8,1,4,-2,4
Efflux pump inh,0.0,-0.1,0.0,0.1,-0.1,0.0
CTSL1 counter,-3,-1,4,-3,0,-6
GASC-1 inh,-1,5,-9,3,2,-6
TPT1 inhibitor,0,-2,-3,3,0,-1
proCasp7 act,-8,12,4,5,7,-6

#37 O=C(COc1ccccc1)NCc1ccc(-n2cccc2)cc1
#38 CCOC(=O)c1oc2c(CN3CCN(C)CC3)c(O)ccc2c(=O)c1-c1ccc(Br)cc1
#39 Cc1cc(Cl)ccc1OCCCC(=O)N1CCCCC1
#40 CCOC(=O)[C@@H]1[C@H]2COc3cc(OC)ccc3[C@@H]2N2C(=O)N(c3ccc(Br)cc3)C(=O)[C@]12C
#41 CC(=O)c1c(C)[nH]c(C(=O)COC(=O)c2cccc(S(=O)(=O)N(C)c3ccccc3)c2)c1C
#42 O=C(CSc1nnc(CNC(=O)c2ccco2)o1)Nc1cccc(C(F)(F)F)c1

assay / entry,37,38,39,40,41,42
PP5 primary,-3.7,-1.6,0.7,2.1,0.1,1.1
procasp3 activ,-4,3,7,-3,4,-1
PP1 inh,-1,-4,-2,2,1,-3
core dimer inh,2,2,-2,15,15,9
Efflux pump inh,-0.4,0.4,0.1,0.0,-0.2,0.0
CTSL1 counter,2,-3,0,3,0,-1
GASC-1 inh,1,0,4,1,-16,-1
TPT1 inhibitor,-2,-2,-2,-4,-3,0
proCasp7 act,3,1,1,10,-8,4

#43 COc1cccc(C(=O)Nc2cc3c(cc2N2CCOCC2)n(C)c(=O)n3C)c1
#44 CCc1ccccc1N1CN(Cc2cccnc2)CNC1=S
#45 COc1ccc(CN2C(=O)[C@@H]3C(c4ccccc4Cl)=NO[C@@H]3C2=O)cc1
#46 CC(C)C(NC(=O)c1c(F)cccc1F)C(=O)N1CCN(c2ncccn2)CC1 (stereo unspecified)
#47 O=C(Nn1c(-c2ccc(F)cc2)nc2ccccc2c1=O)C1CCCCC1
#48 CCc1ccccc1NS(=O)(=O)c1cc2c(cc1C)n(C)c(=O)c(=O)n2C
#49 C=CCN(C(=O)c1csnn1)C(C(=O)NC1CCCCC1)c1ccccc1 (stereo unspecified)
#50 CCn1c(=N)n(CC(O)COc2ccc(C)cc2)c2ccccc21 (stereo unspecified)

assay / entry,43,44,45,46,47,48,49,50
PP5 primary,-1.1,-0.1,2.6,.,1.7,0.0,2.6,1.7
procasp3 activ,-6,0,4,-7,0,8,2,-9
PP1 inh,-6,-4,-1,.,2,-4,0,-1
core dimer inh,-7,-4,1,.,2,-3,-1,-4
Efflux pump inh,0.1,-0.1,-0.1,0.0,0.0,0.1,0.0,0.0
CTSL1 counter,9,4,2,.,1,1,2,-6
GASC-1 inh,25,-2,6,-1,12,-9,-6,-9
TPT1 inhibitor,-2,4,4,.,-1,2,0,2
proCasp7 act,-11,1,-3,-1,-5,8,-5,7

Part of the list above in order of length of the SMILES, smallest number first:
#50 CCn1c(=N)n(CC(O)COc2ccc(C)cc2)c2ccccc21 (stereo unspecified)
#47 O=C(Nn1c(-c2ccc(F)cc2)nc2ccccc2c1=O)C1CCCCC1
#43 COc1cccc(C(=O)Nc2cc3c(cc2N2CCOCC2)n(C)c(=O)n3C)c1

assay / entry,50,47,43
PP5 primary,1.7,1.7,-1.1
procasp3 activ,-9,0,-6
PP1 inh,-1,2,-6
core dimer inh,-4,2,-7
Efflux pump inh,0.0,0.0,0.1
CTSL1 counter,-6,1,9
GASC-1 inh,-9,12,25
TPT1 inhibitor,2,-1,-2
proCasp7 act,7,-5,-11
